p53 reactivation = qHTS assay for re-activators of p53 using a Luc reporter; H1299 p53-A138V BP100-luciferase reporter, luminescence, 24 h; Potency, µM (series often up to 92.2 µM), for inactives: at the highest dose activity change, positive = activation, hits mostly activators; 0.063% of 320,000 active; AID 504706, 2011; further: potency means the concentration at half of the fitted maximal effect; % of control where 0% means no effect; nearly all actives have a fitted effect of over 45% in size
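H1299 (p53-null), stable ts p53-A138V + BP100-Luc; 1000 cells/well, Opti-MEM/10% FBS; cpd 4 pt, 1:5; 24 h, 37 deg C, 5% CO2; detection reagent 10 min RT; luminescence.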
TSG101-PTAP inh = qHTS Assay for Iinhibitors of HIV-1 Budding by Blocking the Interaction of PTAP/TSG101. Tumor susceptibility gene 101 protein (Homo sapiens), Q99816. AID 493005, 2010. Fluorescence polarization, FITC-PTAP peptide / Tsg101 binding. Potency, µM (highest dose often 115 µM), for the others: at the highest dose activity change, negative = inhibition, actives largely listed as inhibitors. 340,000 tested, under 10 active; active means well fitted inhibition curve with a large enough effect in the main read-out, with a control signal flat, not every such curve was filed as active; inconclusive means small, poorly fitted or top-dose-only effect, or effect the other way, or a change in a side signal; inactive means no such curve, though single readings can be large or run the other way; further: potency means the concentration at half of the fitted maximal effect; % of control where 0% means no effect
Target sequence (Q99816 whole entry, looked up): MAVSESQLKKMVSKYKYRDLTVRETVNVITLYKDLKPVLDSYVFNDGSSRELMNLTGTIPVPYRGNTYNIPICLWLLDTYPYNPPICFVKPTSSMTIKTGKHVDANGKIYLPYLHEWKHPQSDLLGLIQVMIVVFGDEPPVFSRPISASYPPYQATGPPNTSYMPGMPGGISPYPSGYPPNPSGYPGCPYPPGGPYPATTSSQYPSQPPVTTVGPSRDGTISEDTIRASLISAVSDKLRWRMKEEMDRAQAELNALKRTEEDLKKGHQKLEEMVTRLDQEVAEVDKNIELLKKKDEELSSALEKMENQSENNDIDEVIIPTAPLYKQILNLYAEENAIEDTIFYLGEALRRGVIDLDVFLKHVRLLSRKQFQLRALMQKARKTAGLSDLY
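Fluorescence anisotropy tracks displacement of a FITC-tagged PTAP peptide (50 nM) from the Tsg101 binding domain (10 uM), following a 20 min room-temperature incubation at pH 7.5.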
Eya2 inh = qHTS Assay for Inhibitors of the Phosphatase Activity of Eya2; AID 488837, 2010; recombinant Eya2, OMFP fluorescence dephosphorylation (OMFP is methylfluorescein phosphate); 0.006% of 330,000 active; Potency, µM (top dose mostly 76.9 µM), for the others: at the top dose activity, negative = inhibition, hits mostly inhibitors; Protein phosphatase EYA2 (Homo sapiens), O00167; further: potency means the concentration at half of the fitted maximal effect; on the % scale 0 is the no-effect control and ±100 the full control effect
Target sequence (O00167 whole entry, looked up): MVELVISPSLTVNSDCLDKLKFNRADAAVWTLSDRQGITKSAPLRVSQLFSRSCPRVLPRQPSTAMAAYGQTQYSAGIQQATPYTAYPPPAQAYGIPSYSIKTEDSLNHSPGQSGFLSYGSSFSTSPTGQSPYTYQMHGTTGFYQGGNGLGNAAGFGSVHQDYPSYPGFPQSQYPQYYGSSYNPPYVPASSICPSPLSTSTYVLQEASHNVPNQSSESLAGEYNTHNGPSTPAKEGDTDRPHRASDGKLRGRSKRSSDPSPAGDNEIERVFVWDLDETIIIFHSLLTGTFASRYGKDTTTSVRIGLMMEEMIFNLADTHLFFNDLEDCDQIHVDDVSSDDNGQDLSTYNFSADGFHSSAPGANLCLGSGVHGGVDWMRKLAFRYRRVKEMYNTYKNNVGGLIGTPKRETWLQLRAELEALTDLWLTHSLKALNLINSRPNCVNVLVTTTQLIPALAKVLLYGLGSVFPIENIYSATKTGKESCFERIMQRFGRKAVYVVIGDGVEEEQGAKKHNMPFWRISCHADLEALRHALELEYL
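Eya2 (0.2 uM) preincubated 10 min at ambient with compound, then OMFP substrate added at 50 uM; 10 min reaction in 50 mM HEPES pH 7.5, 50 mM NaCl, 5 uM MgCl2, 0.05% BSA, 1 mM DTT. Fluorescence read at Ex 485/Em 525 nm.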
Integrin act MD = qHTS for Activators of Integrin-Mediated Alleviation for Muscular Dystrophy; Potency, µM (top dose mostly 38.3 µM), for the others: at the highest dose activation, usual class: activators; alpha7betagal myoblasts, beta-gal FDG fluorescence, 48 h; 0.064% of 350,000 active;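 further: potency means the concentration at half of the fitted maximal effect; 100% = response of the positive control SU9516; nearly all actives have a fitted effect of over 60% in size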
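alpha7betagal+/- myoblasts (passage 13, 250/well) treated 48 h at 37C with compounds at 1:260 dilution of DMSO stock. Lysed, then beta-galactosidase activity read as FDG fluorescence (ex 480/em 540) after 30 min, with pre-read for autofluorescence.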
ELG1 genotox = qHTS screen for small molecules that induce genotoxicity in human embryonic kidney (HEK293T) cells expressing luciferase-tagged ELG1; AID 504466, 2011; 1.3% of 330,000 active; HEK293T ELG1-luciferase reporter, luminescence, 16 h; Potency, µM (doses to about 46 µM), inactives show at the highest dose activity change, positive = activation, actives largely listed as activators; further: potency means the concentration at half of the fitted maximal effect; % of control where 0% means no effect; nearly all actives have a fitted effect of over 60% in size
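Step 1: seed 2,000 HEK293T ELG1-luciferase cells per well. Step 2: add compound or DMSO, incubate 16 hr at 37 °C. Step 3: ONE-Glo, 30 min at room temperature, read luminescence.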
TRPV1 ag = HTS Assay for Compounds that Act as Agonists of the Vanilloid Receptor 1; Transient receptor potential cation channel subfamily V member 1 (Homo sapiens), Q8NER1; TRPV1-expressing cells, Fluo-8 calcium influx, agonist mode; activation, % at 8.33 µM; 0.19% of 320,000 active; AID 540275, 2011; in the data active means activation above about 80%; inconclusive means between about 30% and that limit; further: 0% is about no effect
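TRPV1-expressing cells were cultured overnight at 35.5C and loaded with Fluo-8 calcium dye for 40 to 90 min at room temperature. After a 10 s baseline, compound was added and calcium influx was read kinetically for 3 min (ex 480/em 520 nm).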
S-ASM inh = Inhibitors of Secretory Acid Sphingomyelinase (S-ASM): qHTS; placental ASM, HMU-PC fluorogenic substrate, 60 min; 0.006% of 340,000 active; Potency, µM (highest dose often 57.5 µM), without a hit: at the highest dose activity change, negative = inhibition, actives largely listed as inhibitors; further: potency means the concentration at half of the fitted maximal effect
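qHTS format. ASM enzyme prepared from human placenta hydrolyses the fluorogenic substrate HMU-PC0 (9 uM final) over 60 min at 37 °C after a 10 min compound preincubation.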
B2AR arrestin = qHTS assay of beta-arrestin-biased ligands of beta2-adrenergic receptor; Beta-2 adrenergic receptor (Homo sapiens), P07550; beta-arrestin recruitment to beta2AR, cell-based reporter; Potency, µM (series often up to 46.1 µM), without a hit: top-dose activation, actives largely listed as activators; 0.02% of 330,000 active;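 further: potency means the concentration at half of the fitted maximal effect; 0% = DMSO controls and full agonism = EC100 isoproterenol or metaproterenol; nearly all actives have a fitted effect of over 65% in size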
uPA generation = qHTS for Inhibitors of Cell Surface uPA Generation | cell surface uPA generation assay, qHTS | Potency, µM (top dose mostly 38.3 µM), without a hit: top-dose activity change, negative = inhibition, usual class: inhibitors | 0.31% of 330,000 active | AID 540303, 2011; active means well fitted inhibition curve with a large enough effect; inconclusive means small, poorly fitted or top-dose-only effect; inactive means no such curve, though single readings can be large or run the other way; tested in mouse RAW 264.7 cells; further: potency means the concentration at half of the fitted maximal effect; on the % scale 0 is the no-effect control and ±100 the full control effect; nearly all actives have a fitted effect of over 55% in size
BRCA1 expr up = qHTS Assay to Identify Small Molecule Activators of BRCA1 Expression; 1.1% of 380,000 active; Potency, µM (highest dose often 46.1 µM), without a hit: top-dose activation, most hits filed as activators; MCF7-BRCA1-FFLuc reporter, luminescence, 48 h; response scale: scaled: vehicle 0%, 10 µM genistein 100%; further: potency means the concentration at half of the fitted maximal effect; nearly all actives have a fitted effect of over 80% in size; some results filed as inactive show a strong effect at the top dose
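First, MCF7-BRCA1-FFLuc cells (2000/well) attach for 2 h; next, compounds are pin-added and incubated 48 h at 37 °C; finally, luciferase reagent is added and luminescence read after 15 min.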
USP2a inh = qHTS Assay for Inhibitors of Ubiquitin-specific Protease USP2a Using CHOP2 as the Reporter | Potency, µM (doses to about 38.3 µM), for inactives: top-dose activity change, negative = inhibition, actives largely listed as inhibitors | 0.01% of 330,000 active | USP2 core, Ub-CHOP2 coupled fluorogenic reporter, 485/531 | AID 463254, 2010 | Ubiquitin carboxyl-terminal hydrolase 2 (Homo sapiens), O75604;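 further: potency means the concentration at half of the fitted maximal effect; plate controls were DMSO wells for no effect and full inhibition by NEM control for full effect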
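Deubiquitinase activity read as fluorescence (485/531 nm) after Ub-CHOP2 cleavage activates the enterokinase reporter on its substrate; USP2 core 10nM, Ub-CHOP2 and substrate 25nM each, 30min compound preincubation then 60min RT; data normalized to NEM, curves fitted.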
* marks the source's active call; other numbers are inactive results; ? = inconclusive; . = not tested or not shown; [ ] = another dose, or the depositor's remark. Unless noted, the call rests on the fitted dose curve; in most records, active means well fitted curve in the direction sought with a large enough effect; inconclusive means small, poorly fitted or top-dose-only effect, or another doubt; inactive means no such curve, though single readings can be large; an effect the other way counts as inactive or inconclusive. The order is random; 2.6% or so of the library scored in one or more.

SMILES	p53 reactivation	TSG101-PTAP inh	Eya2 inh	Integrin act MD	ELG1 genotox	TRPV1 ag	S-ASM inh	B2AR arrestin	uPA generation	BRCA1 expr up	USP2a inh
COc1ccccc1/C=C/C=N/NC(=O)c1ccncc1	13%	2%	-13%	-35%	1%	19	1%	0.4%	1%	0%	1%
Cc1ncoc1C(=O)NCCC(c1ccccc1)c1ccccc1	-6%	-1%	12%	-3%	-7%	99*	-1%	0.0%	-2%	-17%	1%
Cc1cccc(-c2noc(CCC(=O)NCC3CCCO3)n2)c1 (stereo not given)	2%	-1%	-12%	-21%	0%	6	-4%	-0.2%	.	5%	3%
CSC1=NC(C)(C)C=C(/C=C/c2ccc(Cl)cc2Cl)N1	-1%	1%	1%	-65%[inhibitor]	-3%	3	-4%	0.0%	-9%	-76%	1%
Cc1noc(C)c1Cc1c(Cl)cccc1Cl	-12%	-2%	-24%	7%	2%	-1	1%	0.0%	0%	-19%	4%
O=C(c1ccc(CNS(=O)(=O)c2ccc(Br)cc2)cc1)N1CCCCC1	-5%	-5%	-17%	-33%	-5%	-7	0%	-0.7%	4%	9%	-1%
CCOCCCNC(=O)c1ccc(-n2c(=S)[nH]c3ccccc3c2=O)cc1	-2%	-1%	2%	15%	-7%	-1	-2%	-0.1%	-4%	-18%	12%
CCOC(=O)Cn1c(=O)c(F)cn(Cc2ccc(OC)c([N+](=O)[O-])c2)c1=O	-68%[inhibitor]	-1%	4%	0%	3%	0	2%	0.1%	-2%	-29%	0%
CC1(C)CC(=O)C=C(NNC(=O)c2ccccc2)C1	10%	-6%	-1%	25%	-1%	2	2%	-0.5%	3%	-4%	3%
NC(=O)/C(=C\c1ccccc1)NC(=O)/C=C/c1ccccc1	5%	0%	6%	-14%	-2%	7	0%	0.4%	1%	-19%	3%
Cc1cc(C)c(C)c(S(=O)(=O)NCC(=O)Nc2sc3c(c2C(N)=O)CCCC3)c1C	-2%	-3%	-2%	1%	-14%	-1	-22%	-0.8%	-4%	-10%	-6%
COc1cccc(C(=O)OCC(=O)Nc2ccccc2N2CCOCC2)c1	-16%	-2%	-6%	-15%	-5%	12	1%	2.2%	0%	2%	0%
Cc1cc(N2CCN(C)CC2)nc2ccc(NC(=O)CCC(=O)N3CCN(c4ccc([N+](=O)[O-])cc4)CC3)cc12	4%	0%	1%	-65%[inhibitor]	-3%	-5	-13%	0.3%	-3%	-23%	3%
CCC(NS(=O)(=O)c1ccc(C)cc1)C(=O)N1CCC2(O)CCCCC2C1 (stereo not given)	-14%	1%	-6%	5%	-6%	0	3%	0.0%	5%	-2%	1%
CCCCOc1ccc(C(=O)NCC(=O)N(C)CC(=O)Nc2ccc(N3CCOCC3)cc2)cc1	11%	-2%	-11%	-26%	-3%	2	-2%	-0.3%	-6%	-13%	-1%
CCNS(=O)(=O)c1ccc(NC(=O)c2cc(C(F)(F)F)nn2C)cc1	-1%	-2%	21%	12%	-7%	19	-2%	0.3%	-9%	-17%	2%
Cc1ccc(C)c(S(=O)(=O)NCC(=O)Nc2sc3c(c2C(N)=O)CCC(C)C3)c1 (stereo not given)	0%	-1%	16%	-17%	9%	1	-6%	0.1%	2%	-38%	2%
COc1ccccc1C(C)NC(=O)c1ccc(NC(=O)CC2SC(N3CCCC3)=NC2=O)cc1 (stereo not given)	4%	0%	-1%	9%	-2%	-2	1%	-0.7%	19%	-18%	3%
Cc1ccc(C(=O)C(C)OC(=O)C2CCN(c3ccc(C(F)(F)F)cn3)CC2)cc1 (stereo not given)	2%	-10%	-15%	-2%	-7%	-2	-6%	0.0%	18%	-16%	-5%
CCOC(=O)C1CCCN(c2nc3ccccc3nc2C(C#N)C(=O)NCc2ccccc2)C1 (stereo not given)	-7%	?	1%	-1%	-27%	10	130%[activator]	0.1%	-12%	-20%	1%
CSCc1cc(N(C)C)nc(SCc2ccc(Cl)cc2Cl)n1	2%	0%	-11%	-46%	-5%	4	-16%	-0.4%	8%	-32%	-4%
Cc1cccc(-c2ccc(C=Nc3c(C)n(C)n(-c4ccccc4)c3=O)o2)c1	14%	0%	-3%	3%	0%	1	-3%	-3.8%	-1%	-18%	-14%
COc1ccc(N2CCN(C(=O)c3ccc(-c4nc5ccccc5s4)o3)CC2)cc1	11%	-3%	13%	34%	2%	3	-11%	0.1%	11%	5%	0%
O=C(CN(Cc1ccccc1Cl)C(=O)c1ccc(CN2CCOCC2)o1)NCC1CCCO1 (stereo not given)	-3%	-8%	4%	5%	-1%	0	-1%	-0.4%	4%	0%	1%
O=C(N/N=C/c1cc([N+](=O)[O-])ccc1O)c1c[nH]c2ccccc12	5%	-2%	-5%	10%	15%	-6	-2%	-0.3%	-11%	-40%	-1%
SMILES	p53 reactivation	TSG101-PTAP inh	Eya2 inh	Integrin act MD	ELG1 genotox	TRPV1 ag	S-ASM inh	B2AR arrestin	uPA generation	BRCA1 expr up	USP2a inh
Cc1cc(CSc2ccccc2)ccc1NC(=O)c1ccc(CN2CCOCC2)cc1	-2%	-1%	-2%	0%	11%	?	-1%	-0.1%	-7%	-34%	-1%
O=S(=O)(c1ccc(Br)s1)N1CCc2ccccc2C1	-8%	-4%	-5%	-7%	0%	1	-4%	0.2%	6%	-12%	1%
Cc1ccccc1Nc1nc(-c2sc(NC(=O)c3cccc(Cl)c3)nc2C)cs1	-3%	.	-13%	.	0%	5	.	0.0%	.	.	1%
CC1CN(C(=O)c2scc3c2OCCO3)CC(C)O1 (stereo not given)	15%	-8%	-14%	-23%	2%	.	0%	0.1%	0%	-1%	5%
COc1ccc(CNC(=O)c2onc(C)c2Cl)cc1	9%	-3%	-9%	23%	2%	0	4%	-0.2%	1%	0%	2%
CCOC(=O)C1=CN(Cc2cccc(F)c2)S(=O)(=O)N(C)C1c1ccccc1 (stereo not given)	-8%	1%	-25%	-9%	0%	.	-1%	-0.3%	6%	-6%	1%
CCOc1cc(/C=N/NC(=O)c2cccnc2)ccc1OCc1ccc(C(=O)OC)o1	13%	0%	16%	0%	-4%	0	0%	-0.1%	7%	-8%	0%
O=[N+]([O-])c1ccccc1S(=O)(=O)N1CCc2ccccc2C1	-1%	-1%	5%	-27%	0%	-5	3%	0.1%	-5%	18%	0%
COC(=O)c1ccc(Oc2nc(C(N)=O)cc(-c3ccccc3)n2)cc1	-4%	2%	-17%	17%	4%	25	-1%	-0.1%	1%	2%	6%
COc1cc(OC)cc(C(=O)NCC(=O)OC(C)C(=O)NC(C)C2CC3CCC2C3)c1 (stereo not given)	-5%	1%	-10%	-4%	1%	.	-2%	-0.9%	0%	-20%	-2%
O=C(Oc1cccc2cccnc12)c1cccc([N+](=O)[O-])c1	-3%	-2%	-10%	?	-6%	-1	-2%	10%	-2%	1%	1%
O=C(COC(=O)C12CC3CC(CC(C3)C1)C2)NCCCc1ccccc1	1%	-1%	4%	-7%	1%	?	-5%	-0.8%	0%	7%	1%
CC1CC(C)CN(CCCNC(=O)Cn2ncn3cccc3c2=O)C1 (stereo not given)	0%	-5%	-8%	7%	0%	1	5%	0.0%	6%	4%	0%
Cc1ccccc1NC(=O)CSc1nnc(Cc2cccn2C)n1-c1ccc(F)cc1	-4%	1%	-10%	5%	0%	-5	4%	-0.4%	-2%	-1%	-5%
COc1cccc(C2=NOC(C(=O)NC3CCCCC3)C2)c1 (stereo not given)	-1%	-5%	10%	-10%	-1%	-4	5%	-0.4%	.	5%	0%
CCCCC1CC(=O)NC1(C(=O)OCC)C(=O)OCC (stereo not given)	.	-10%	.	22%	.	.	11%	.	-1%	1%	.

Retrieved one by one from above:
SMILES	p53 reactivation	TSG101-PTAP inh	Eya2 inh	Integrin act MD	ELG1 genotox	TRPV1 ag	S-ASM inh	B2AR arrestin	uPA generation	BRCA1 expr up	USP2a inh
COc1ccc(CNC(=O)c2onc(C)c2Cl)cc1	9%	-3%	-9%	23%	2%	0	4%	-0.2%	1%	0%	2%
COC(=O)c1ccc(Oc2nc(C(N)=O)cc(-c3ccccc3)n2)cc1	-4%	2%	-17%	17%	4%	25	-1%	-0.1%	1%	2%	6%

Compound activity (PubChem BioAssay)
